N370S GC mod: inhibits or activates N370S mutant glucocerebrosidase; N370S GC spleen homogenate, 4MU-glucoside fluorescence; Potency, µM (titrated, usually from 59.4 µM), for the others: at the highest dose activity change, negative = inhibition, most hits filed as inhibitors; actives 0.092% (n = 330,000);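 further: 0% = full enzyme activity and -100% = no enzyme basal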
DT40 TDP1 no CPT: qHTS for Inhibitors of human tyrosyl-DNA phosphodiesterase 1 (TDP1): qHTS in cells in absence of CPT. DT40 Tdp1-/- hTDP1 cells, no CPT, ATP luminescence, 48 h. Potency, µM (top dose mostly 46.2 µM), inactives show top-dose activity change, negative = growth inhibition, hits mostly inhibitors. actives 15% (n = 420,000); further: nearly all actives have a fitted effect of over 55% in size
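Growth kinetics read by CellTiter-Glo luminescence after ≥48 hr at 37 °C. Cells: DT40 Tdp1-/- stably carrying human TDP1, 400 per well, compound exposure in the absence of CPT (DMSO vehicle).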
TDP1 inh: TDP1 (human) enzyme inhibition; Q9NUW8; recombinant TDP1, AlphaScreen DNA substrate cleavage; Potency, µM (doses to about 130 µM), without a hit: at the top dose activity change, negative = inhibition, actives largely listed as inhibitors; actives 0.28% (n = 350,000); AID 485290; further: nearly all actives have a fitted effect of over 40% in size
Target sequence (Q9NUW8 whole entry, looked up): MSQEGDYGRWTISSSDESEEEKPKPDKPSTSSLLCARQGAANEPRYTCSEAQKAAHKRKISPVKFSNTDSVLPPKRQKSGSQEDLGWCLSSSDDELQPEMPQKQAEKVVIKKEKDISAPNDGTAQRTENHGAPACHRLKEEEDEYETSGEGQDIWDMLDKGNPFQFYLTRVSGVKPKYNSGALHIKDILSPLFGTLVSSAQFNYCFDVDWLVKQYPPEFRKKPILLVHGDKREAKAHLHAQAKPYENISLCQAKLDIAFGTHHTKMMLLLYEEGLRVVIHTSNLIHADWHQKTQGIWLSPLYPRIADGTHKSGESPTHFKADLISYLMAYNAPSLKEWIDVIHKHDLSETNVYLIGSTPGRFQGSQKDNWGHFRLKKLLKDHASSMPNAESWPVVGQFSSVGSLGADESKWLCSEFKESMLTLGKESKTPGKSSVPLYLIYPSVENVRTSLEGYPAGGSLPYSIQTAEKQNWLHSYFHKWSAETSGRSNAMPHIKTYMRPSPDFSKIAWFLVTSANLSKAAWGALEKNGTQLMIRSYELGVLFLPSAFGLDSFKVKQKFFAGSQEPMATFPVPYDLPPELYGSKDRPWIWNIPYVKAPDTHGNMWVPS
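Steps: enzyme plus compound, 15 min RT; add biotin/phosphotyrosine-FITC oligonucleotide (15 nM final), react 5 min; add donor/acceptor beads (10 ug/ml final), 10 min; read AlphaScreen. Tdp1 at 1 nM final.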
* = called active by the depositor; ? = inconclusive; / = not tested or not shown; & = joins results of further samples; [ ] = remark or other dose. The call rests on the fitted dose curve; in most records, active means well fitted curve in the direction sought with a large enough effect; inconclusive means small, poorly fitted or top-dose-only effect, or another doubt; inactive means no such curve, though single readings can be large; an effect the other way counts as inactive or inconclusive. Unless noted, on the % scale 0 is the no-effect control and ±100 the full control effect; potency means the concentration at half of the fitted maximal effect. Only part of the results is shown; the hit share may differ from the screen's.

1) Cc1cccc(N2CCN(C(=O)CS(=O)(=O)Cc3nc(-c4ccccc4C)oc3C)CC2C)c1 (configuration not stated)
2) CCn1ncc(/C=C/C(=O)Nc2c(C)nn(Cc3ccc(Cl)cc3Cl)c2C)c1C
3) COc1cccc(NC(=O)CN2CCCCCC2)c1
4) O=C(CNC(=O)c1ccccn1)N/N=C/c1ccc2c(c1)OCO2
5) O=C(C1=NN[C@@H]2C(=O)N(c3cccc(C(F)(F)F)c3)C(=O)[C@H]12)c1ccc2ccccc2n1
6) O=C1/C(=C/c2cccc(Cl)c2)CSc2sccc21
7) C#CCOCCOCCOCCNc1nc(N2CCN(C(=O)CCCCCCCCCCNC(=O)[C@@H](CCC(=O)O)n3cc(CCCCCN)nn3)CC2)nc(N2CCN(C(=O)CCCCCCCCCCNC(=O)[C@H](CO)n3cc(CCCCCN)nn3)CC2)n1
8) Cc1ccc(C)c(Nc2nn3c(=O)c4ccc(C(=O)NCc5cccs5)cc4nc3s2)c1
Assay by compound	1	2	3	4	5	6	7	8
N370S GC mod	/	?	-3%	-1%	11%	12%	-23%	/
DT40 TDP1 no CPT	?	15µM*	1%	-3%	9%	-21%	3%	15µM*
TDP1 inh	9%	0%	/	0%	5%	-6%	7%	2%

9) CC1CCN(C2=NC(=O)/C(=C/c3ccc(O)cc3)S2)CC1
10) Cc1ccc(S(=O)(=O)N2CCC3(CC2)CC(=O)c2ccccc2O3)cc1
11) CCOC(=O)NC1(NC2CCCCC2)Oc2ccccc2O1
12) Cc1nc(SCC(=O)c2ccc(Cl)s2)c2oc3ccccc3c2n1
13) COc1ccc(-c2csc(C3=C(O)CN(Cc4ccc(Cl)cc4)C3=N)n2)cc1OC
14) C=CCN1CN=C(NS(=O)(=O)c2ccc(NC(C)=O)cc2)NC1
15) CN1CCN(Cc2cccc3ncccc23)CC1CCO (configuration not stated)
16) Cc1nnc(-c2cccc(Br)c2)c2cn(-c3ccccc3)nc12
Assay by compound	9	10	11	12	13	14	15	16
N370S GC mod	-6%	1%	5%	8%	?	5%	-2%	18%
DT40 TDP1 no CPT	?	?	-27%	?	-30%	0%	12%	?
TDP1 inh	4%	1%	/	-8%	-1%	-3%	2%	3%

Copied from above, nos. 1 to 15
1) Cc1cccc(N2CCN(C(=O)CS(=O)(=O)Cc3nc(-c4ccccc4C)oc3C)CC2C)c1 (configuration not stated)
2) CCn1ncc(/C=C/C(=O)Nc2c(C)nn(Cc3ccc(Cl)cc3Cl)c2C)c1C
3) COc1cccc(NC(=O)CN2CCCCCC2)c1
4) O=C(CNC(=O)c1ccccn1)N/N=C/c1ccc2c(c1)OCO2
5) O=C(C1=NN[C@@H]2C(=O)N(c3cccc(C(F)(F)F)c3)C(=O)[C@H]12)c1ccc2ccccc2n1
6) O=C1/C(=C/c2cccc(Cl)c2)CSc2sccc21
7) C#CCOCCOCCOCCNc1nc(N2CCN(C(=O)CCCCCCCCCCNC(=O)[C@@H](CCC(=O)O)n3cc(CCCCCN)nn3)CC2)nc(N2CCN(C(=O)CCCCCCCCCCNC(=O)[C@H](CO)n3cc(CCCCCN)nn3)CC2)n1
8) Cc1ccc(C)c(Nc2nn3c(=O)c4ccc(C(=O)NCc5cccs5)cc4nc3s2)c1
9) CC1CCN(C2=NC(=O)/C(=C/c3ccc(O)cc3)S2)CC1
10) Cc1ccc(S(=O)(=O)N2CCC3(CC2)CC(=O)c2ccccc2O3)cc1
Assay by compound	1	2	3	4	5	6	7	8	9	10
N370S GC mod	/	?	-3%	-1%	11%	12%	-23%	/	-6%	1%
DT40 TDP1 no CPT	?	15µM*	1%	-3%	9%	-21%	3%	15µM*	?	?
TDP1 inh	9%	0%	/	0%	5%	-6%	7%	2%	4%	1%

11) CCOC(=O)NC1(NC2CCCCC2)Oc2ccccc2O1
12) Cc1nc(SCC(=O)c2ccc(Cl)s2)c2oc3ccccc3c2n1
13) COc1ccc(-c2csc(C3=C(O)CN(Cc4ccc(Cl)cc4)C3=N)n2)cc1OC
14) C=CCN1CN=C(NS(=O)(=O)c2ccc(NC(C)=O)cc2)NC1
15) CN1CCN(Cc2cccc3ncccc23)CC1CCO (configuration not stated)
Assay by compound	11	12	13	14	15
N370S GC mod	5%	8%	?	5%	-2%
DT40 TDP1 no CPT	-27%	?	-30%	0%	12%
TDP1 inh	/	-8%	-1%	-3%	2%

Continued.
17) CC(C)(C)N1C(=O)[C@H]2[C@H]3[C@H](O)[C@H](O)C/C(=N/OC[C@@H](O)COCc4ccco4)[C@H]3CC[C@@H]2C1=O
18) Cc1ccc(CN2CCNC(=O)C2CC(=O)N(Cc2c(C)nn(C)c2C)C2CC2)o1 (configuration not stated)
19) CC(NC(=O)c1cccnc1Sc1ccccc1)c1ccc(S(N)(=O)=O)cc1 (configuration not stated)
20) NS(=O)(=O)c1ccc(CCNC(=O)COC(=O)/C=C/c2ccccc2Cl)cc1
21) Cc1onc(-c2ccccc2Cl)c1NC(=O)NCc1cccs1
22) Cc1ccc(NC(=O)Nc2ncnc3nc[nH]c23)cc1
23) CC1CCCC(C)N1CCCNC(=O)c1csc2c1CCCCC2 (configuration not stated)
24) CC1(C)COC(c2cccc(C3=NC(C)(C)CO3)n2)=N1
Assay by compound	17	18	19	20	21	22	23	24
N370S GC mod	3%[12.8 µM]	-9%	0%	-6%	2%	?	-4%	0%
DT40 TDP1 no CPT	/	3%	7%	-22%	-13%	12%	3%	17%
TDP1 inh	8%[21 µM]	-3%	3%	-1%	0%	3%	0%	5%

25) COC(=O)c1cccc(S(=O)(=O)N2CCC(NC(=O)Nc3cccc(F)c3)CC2)c1
26) CCCC1(c2ccccc2)NC(=O)N(CC(=O)Nc2ccc3c(c2)OCCO3)C1=O (configuration not stated)
27) COC(=O)C1=C(C)N(CC2CC2)C(=NCc2cccc(Cl)c2)N[C@H]1c1ccccc1
28) CCC1(C)Cc2[nH]c(=O)c(C#N)cc2CO1 (configuration not stated)
29) CCOC(=O)Cc1csc(NC(=O)Cc2cccs2)n1
30) Cc1noc(NS(=O)(=O)c2ccc(N/C=C\C(=O)c3ccc4c(c3)OCO4)cc2)c1C
31) CCCSc1ncnc2sc(C)c(C)c12
32) CC(OC(=O)CC1CC2CCC1C2)C(=O)Nc1ccc(C(N)=O)cc1 (configuration not stated)
Assay by compound	25	26	27	28	29	30	31	32
N370S GC mod	-6%	/	0%&-1%	5%	2%	-3%	10%	/
DT40 TDP1 no CPT	?	?	?	-14%	-1%	-23%	-15%	-10%
TDP1 inh	0%	1%	/	-3%	-8%	6%	3%	0%

One compound at a time, from the list above:
CCC1(C)Cc2[nH]c(=O)c(C#N)cc2CO1 (configuration not stated) is entered as N370S GC mod = 5%; DT40 TDP1 no CPT = -14%; TDP1 inh = -3%
CC(OC(=O)CC1CC2CCC1C2)C(=O)Nc1ccc(C(N)=O)cc1 (configuration not stated) is entered as N370S GC mod = /; DT40 TDP1 no CPT = -10%; TDP1 inh = 0%

(continued)
33) CCN(CC)S(=O)(=O)c1cccc(C(=O)OCC(=O)Nc2ccc3c(c2)c2ccccc2n3CC)c1
34) COc1cc(OC)c2ccc(=O)oc2c1C(CC(=O)N1CCCC(C)C1)c1ccc2c(c1)OCO2 (configuration not stated)
35) Cc1cc(/C=C2/C(=N)N3C(c4ccccc4)=CSC3=NC2=O)c(C)n1-c1ccccc1
36) Cc1ccc(NC(=O)C2CCCN2C(=O)NC2CCCCC2)cc1 (configuration not stated)
37) COc1ccc(NC(=O)C(=O)NCCC2CCCCN2S(=O)(=O)c2ccccc2)cc1 (configuration not stated)
38) O=C(N/N=C\c1ccc(-c2ccc(Cl)c(Cl)c2)o1)C(=O)N1CCCC1
39) CN(Cc1ccco1)c1ccnc(-c2cccnc2)n1
40) Cc1c(NC2=C(Cl)C(=O)N(c3ccccc3Cl)C2=O)c(=O)n(-c2ccccc2)n1C
Assay by compound	33	34	35	36	37	38	39	40
N370S GC mod	16%	24%	5%	28%	4%	-4%	-5%	0%
DT40 TDP1 no CPT	-20%	?	13µM*	11%	2.9µM*	?	36%[activator]	-28%
TDP1 inh	8%	/	4%	-2%	0%	1%	/	-3%

41) O=[N+]([O-])c1cccc(S(=O)(=O)N2CCCC2)c1
42) C[C@H](CO)N1C[C@H](C)[C@@H](CN(C)S(=O)(=O)c2ccc(F)cc2)Oc2ccc(NC(=O)Nc3ccc(C(F)(F)F)cc3)cc2C1=O
43) COc1ccc(OC)c2[nH]c(=O)c(CCNC(=O)CC(C)C)cc12
44) COc1cc(-c2nnc(SCc3ccccc3Cl)o2)cc(OC)c1OC
45) CS(=O)(=O)NCCc1csc2nc(-c3ccccc3)nn12
46) C#CCNC(=O)C1=C[C@@H](c2csc3ccccc23)[C@H](CCCO)[C@@H](OCC)O1
47) Cc1nc(C)n(CC(O)COc2ccc3c(c2)CCC3)n1 (configuration not stated)
48) CCOc1ccc(-c2nc(CSCC(=O)NC3CC3)c(C)o2)cc1
Assay by compound	41	42	43	44	45	46	47	48
N370S GC mod	-1%	/	2%	5%	/	1%	3%	-5%
DT40 TDP1 no CPT	-3%	?	?	?	1%	-25%	-12%	?
TDP1 inh	-1%	0%	-2%	1%	8%	5%	1%	2%

49) Cc1cc(NC(NC(=O)c2ccco2)(C(F)(F)F)C(F)(F)F)no1
50) Cc1nc2ccc(NC(=O)N3CCOCC3)cc2s1
51) O=C(COc1ccc2c(c1)oc(=O)c1ccccc12)N[C@@H](Cc1ccccc1)C(=O)O
52) Cc1cc(C)nc(N2CCCC(C(=O)Nc3cccc(Cl)c3)C2)n1 (configuration not stated)
53) COc1ccc(N(CC(=O)N2CCC(C(N)=O)CC2)S(=O)(=O)c2ccccc2)cc1
54) CC(=O)N[C@@H](C)C(=O)N1CCC(n2nccc2NC(=O)CCCc2ccccc2)CC1
55) O=[N+]([O-])c1ccc(O)c(NC(=S)Nc2ccccc2)c1
56) O=c1[nH]nc2n1CCCCC2
Assay by compound	49	50	51	52	53	54	55	56
N370S GC mod	7%	-3%	11%	1%	-8%	2%	3%	-1%
DT40 TDP1 no CPT	3%	0%	10%	?	-17%	26%	-12%	1%
TDP1 inh	5%	5%	/	9%	-9%	6%	-1%	5%

57) Cc1cc(C)c(NC(=O)COC(=O)COc2ccc3c(C)cc(=O)oc3c2)c(Cl)c1
58) CCSc1cc(N2CCCC2)nc(-c2ccc(Cl)cc2)n1
59) CC1=C(c2ccc(C)cc2)S(=O)(=O)NC1=NCc1cccc(F)c1
60) Cc1ccc(S(=O)(=O)N2CCOCC2)cc1NC(=O)C1=NN(c2ccccc2)C(=O)CC1
61) COc1ccc(-c2nc3ccccc3nc2-c2ccc(OC)cc2)cc1
62) COc1ccc(OCCCC(=O)OCC(=O)c2ccc3c(c2)NC(=O)CO3)cc1
63) CCOC(=O)CSCc1nc(-c2ccc(Cl)cc2)oc1C
64) CC1=NN(C(=O)COc2ccccc2)C(O)(c2cccnc2)C1 (configuration not stated)
Assay by compound	57	58	59	60	61	62	63	64
N370S GC mod	/	/	/	-12%	?	-4%	6%	-16%
DT40 TDP1 no CPT	18%	-29%	?	-16%	-23%	-16%	-2%	-22%
TDP1 inh	-10%	0%	11%	5%	/	/	-3%	6%

65) CCOCCCn1c(SCC(=O)Nc2ccc(F)cc2)nc2c(sc3ccccc32)c1=O
66) CCOCCCNC(=O)c1cn(CC(C)C)c(=O)c2cc(OC)c(OC)cc12
67) O=C(CN1CCN(c2ccccc2O)CC1)Nc1cc(S(=O)(=O)N2CCCC2)ccc1Cl
68) Cc1cc(N=Nc2ccccc2C(=O)O)c(C)c(C)c1O
69) COc1ccccc1NC(=O)/C(=C/c1cccs1)NC(=O)c1ccco1
70) Cc1c(/C=N/NC(=O)C2(O)c3ccccc3-c3ccccc32)cnn1C
71) O=C(O)c1cn(Cc2ccccc2)nc1-c1cccnc1
72) COc1ccc(N2C(=S)NC3N2C(=S)NC3(C)c2ccccc2)cc1 (configuration not stated)
Assay by compound	65	66	67	68	69	70	71	72
N370S GC mod	/	-1%	/	-2%	5%	-25%	0%	-7%
DT40 TDP1 no CPT	-18%	4%	?	-12%	-23%	-15%	1%	?
TDP1 inh	2%	1%	-3%	8%	/	8%	-4%	4%

73) CCNC(=O)c1ccc(-n2c(-c3ccccc3)cc3c2CCCCC3)cc1
74) CS(=O)(=O)Nc1cccc(-c2ccc3ncnc(Nc4ccc(F)cc4)c3c2)c1
75) Cc1cccc(NC(=O)NNC(=O)c2ccccn2)c1
76) Cc1cc(C(=O)NCC(=O)OCC(=O)N(C(C)C)C(C)C)ccc1[N+](=O)[O-]
77) CCOC(=O)CC(=O)Nc1nnc(CC(C)C)s1
Assay by compound	73	74	75	76	77
N370S GC mod	/	0%	/	-2%	7%
DT40 TDP1 no CPT	?	?	-26%	2%	11%
TDP1 inh	-1%	10%[56.1 µM]	0%	3%	0%

Assay outcomes as filed in PubChem BioAssay.
